CDK5 p35 inh = inhibitors of human CDK5/p35 kinase. Recombinant CDK5/p35, ADP-Glo luminescence, 60 min. AID 488839. hit rate 0.01% among 330,000. inhibition, % at 10 µM;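 active = highest replicate inhibition of at least 50% and at least 75% of replicates reaching 50%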;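 note: plate controls were DMSO neutral control for no effect and GW8510 at 10 µM for full effect; many of its hits are not listed in these tables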
Target sequence (Q00535 whole entry, looked up): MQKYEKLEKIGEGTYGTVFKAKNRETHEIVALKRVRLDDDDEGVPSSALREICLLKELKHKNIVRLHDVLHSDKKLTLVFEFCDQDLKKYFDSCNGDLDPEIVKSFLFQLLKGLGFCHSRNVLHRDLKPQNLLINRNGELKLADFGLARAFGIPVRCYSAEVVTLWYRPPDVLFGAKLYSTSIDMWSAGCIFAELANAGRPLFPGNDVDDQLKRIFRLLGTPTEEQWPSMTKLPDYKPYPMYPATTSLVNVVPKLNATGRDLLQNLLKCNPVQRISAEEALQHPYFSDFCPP
Target sequence (Q15078 whole entry, looked up): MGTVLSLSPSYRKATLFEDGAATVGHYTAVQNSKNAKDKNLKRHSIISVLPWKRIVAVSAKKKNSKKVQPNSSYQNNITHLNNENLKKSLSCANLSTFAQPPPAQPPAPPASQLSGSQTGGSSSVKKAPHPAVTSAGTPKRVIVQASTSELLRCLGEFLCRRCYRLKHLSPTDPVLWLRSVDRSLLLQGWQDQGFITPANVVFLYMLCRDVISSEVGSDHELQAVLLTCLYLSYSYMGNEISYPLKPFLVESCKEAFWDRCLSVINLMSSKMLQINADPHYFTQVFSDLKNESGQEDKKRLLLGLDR
PKA-R2B act = PKA-R2B complex activation | PKA-R2B holoenzyme dissociation, Cy5-IP20 fluorescence polarization; R2B truncated from residue 108, S112A mutant; 0% DMSO only, 100% 113 µM cGMP | activation, % at 11.4 µM | P22694+P31323 | hit rate 0.079% among 340,000;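 active = activation above a cutoff set at the mean over all compounds plus 3 SD, cut at about 18% in these data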;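 note: higher means more holoenzyme dissociation and a rise in polarization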
Target sequence (P31323 whole entry, looked up, other chains not shown, the tested form may be a part): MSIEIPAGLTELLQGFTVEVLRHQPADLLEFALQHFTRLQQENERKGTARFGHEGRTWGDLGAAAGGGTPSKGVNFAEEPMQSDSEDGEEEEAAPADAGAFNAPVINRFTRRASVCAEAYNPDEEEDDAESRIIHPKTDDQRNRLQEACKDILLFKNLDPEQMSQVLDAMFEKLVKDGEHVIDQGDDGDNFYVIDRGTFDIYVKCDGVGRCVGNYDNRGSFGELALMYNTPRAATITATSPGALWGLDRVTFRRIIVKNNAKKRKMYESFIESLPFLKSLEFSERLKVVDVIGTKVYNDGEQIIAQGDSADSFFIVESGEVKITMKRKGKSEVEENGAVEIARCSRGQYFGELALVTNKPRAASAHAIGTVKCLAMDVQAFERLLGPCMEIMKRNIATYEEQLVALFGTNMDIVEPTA
DSG3 Ab inh = blocks pemphigus antibody binding to human desmoglein-3; AID 588358; DSG3-coupled beads, scFv-anti-DSG3-GFP binding, flow cytometry; hits give low values; binding (percent of control), % at 10 µM; hit rate 0.48% among 310,000; P32926;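 active = binding more than 3 SD below its plate's average and above zero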;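 note: hits lower antibody fragment binding to DSG3; some compounds called inactive have numbers as strong as hits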
SR-BI uptake up = activators of SR-BI mediated HDL lipid uptake; CHO ldlA[mSR-BI] cells, DiI-HDL uptake fluorescence, 3 h; 100 = double the neutral-control signal; activation, % at 12.5 µM; hit rate 0.096% among 320,000; AID 504775;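 active = mean replicate activation of at least 60% and every replicate at or above 60%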;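 note: 0% = median plate neutral-control signal and 100% = twice that signal; values of inactives mirror those of a sister screen read the other way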
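Test system: SR-BI-overexpressing, LDLR-lacking CHO cells; Medium: Ham's F12 with 0.5% BSA, HEPES 25 mM, pH 7.4; Schedule: 3 h, 37 °C; Technique: bottom-read fluorescence, 550/595 nm.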
Arr AP2 block = human beta-arrestin and AP2 interaction inhibition. inhibition, % at 10 µM. FITC-arrestin peptide / GST-AP2 beads, flow cytometry; AP2 beta2 appendage carries R879A mutation. hit rate 0.31% among 340,000;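 active = inhibition above a set limit, near 3 SD of compounds lacking own fluorescence, cut at about 54% in these data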;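 note: plate controls were DMSO wells for no effect and 5 µM unlabelled arrestin peptide for full effect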
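system = GST-tagged AP2 beta2-adaptin appendage (R879A) on 4 µm glutathione beads | reagent = FITC-labelled arrestin peptide probe, 50 nM final | schedule = compound with beads 12 min RT, then probe 1 h RT | signal = HyperCyt-sampled flow cytometry, FL1 channel, ex 488/em 535 nm | read-out = percent response from loss of bead-bound FITC fluorescence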
NSD2 HMT inh = inhibitors of human histone methyltransferase NSD2 | O96028 | NSD2 peptide methylation, AlphaScreen, 120 min | inhibition, % at 12.5 µM | hit rate 0.54% among 310,000 | AID 743445; in the data active = inhibition above about 50%
Mot1-301 SUMO = blocks SUMOylation pathway, rescuing yeast Mot1-301 growth; S. cerevisiae Mot1-301 growth rescue, ATP luminescence, 38.5C; percent above DMSO median, 100 means doubled; hit rate 1% among 320,000; growth rescue, % at 18.8 µM;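 active = every valid replicate shows activation above 250% relative to neutral control wells; inactive = the rest, any valid replicate at or below 250%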;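 note: OY570 slx delta 5 strain wells were the positive control but not used for scaling; some compounds called inactive have numbers as strong as hits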
SR-BI HDL uptake = blocks mouse SR-BI lipid uptake from DiI-HDL; Q61009; inhibition, % at 12.5 µM; AID 488896; ldlA[mSR-BI] CHO cells, DiI-HDL uptake fluorescence, 3 h; hit rate 0.96% among 320,000;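 active = mean replicate inhibition of at least 70% and a set share of replicates each scoring 70 or more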;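 note: 0% = median of neutral control wells and 100% = median of positive control wells; values of inactives mirror those of a sister screen read the other way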
MITF act = increases MITF-driven TRPM1 promoter luciferase signal. hit rate 0.75% among 300,000. SK-MEL-5 TRPM1-promoter luciferase, 24 h; % of positive control, neutral wells = 0. AID 588334. activation, % at 12.5 µM;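 active = mean activation of at least 80% with every replicate also reaching 80%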;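 note: 0% = neutral control wells and 100% = parthenolide positive control wells; values of inactives mirror those of a sister screen read the other way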
dFosB act = mouse delta FosB homodimer activation | purified delta FosB, TAMRA-CDK5 oligo fluorescence polarization; percent of positive-control signal above neutral wells | P13346 | activation, % at 25 µM | AID 493131 | hit rate 0.99% among 340,000;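 active = mean activation above about 17%, with every replicate also reaching it, limit read from the data, passing the limit was not always enough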;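 note: fluorescence polarization rise as delta FosB binds a TAMRA Cdk5 AP-1 oligo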
PKA-R1A act = PKA-R1A complex activation. activation, % at 11.4 µM. AID 504707. PKA-R1A dissociation, Cy5-IP20 fluorescence polarization; scaled: DMSO 0%, 113 µM cGMP 100%. hit rate 0.083% among 340,000;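 active = percent activation above the mean of all tested compounds plus 3 SD, cut at about 19% in these data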;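 note: higher means more PKAc released from R1A so a rise in polarization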
* = called active by the depositor; / = not tested or not shown; & = joins results of further samples.

CDK5 p35 inh	PKA-R2B act	DSG3 Ab inh	SR-BI uptake up	Arr AP2 block	NSD2 HMT inh	Mot1-301 SUMO	SR-BI HDL uptake	MITF act	dFosB act	PKA-R1A act	SMILES
2.2	3	/	4&30	29	3	-22&6	-4&-30	-4	-5	-3	CCN(CC)CCN1C(=O)C(=O)/C(=C(/O)c2c(C)[nH]c(C(=O)OC)c2C)C1c1cccnc1 (configuration not stated)
-0.1	9	/	16	4	-1	11	-16	/	2	-6	O=C(NCc1ccccn1)c1ccc(=O)oc1
-1.2	-3	104	5	20	/	12	-5	3	-15	4	COc1ccc(CNC(=O)C2CCCN(S(=O)(=O)c3c(C)noc3/C=C/N(C)C)C2)cc1 (configuration not stated)
-0.2	-11	95	33	36	3	12	-33	-4	-1	-2	O=C(c1cccc(S(=O)(=O)N2CCc3ccccc3C2)c1)N1CCN(c2ccc(O)cc2)CC1
-1.4	-3	/	18	62*	-2	18	-18	-7	6	5	CCn1nc(NS(=O)(=O)c2ccccc2)c2cc3cc(C)ccc3nc21
-0.3	-7	/	2	-4	13	-1	-2	-11	-5	-3	COCC(=O)N(Cc1cc2ccccc2[nH]c1=O)c1ccc(OC)cc1
0.3	5	105	26	12	1	-13	-26	0	-1	0	COC(=O)c1c(N2C(=O)CC(Sc3ccccc3C(=O)O)C2=O)sc(C)c1C (configuration not stated)
1.3	5	98	0	4	/	-4	0	/	0	3	Cn1c(NNC(=O)c2cccc3ccccc23)cc(=O)n(C)c1=O
0.8	5	102	-13	-1	43	1	13	-18	-13	8	NC(=O)C(c1ccccc1)c1ccc(C(=O)c2ccccc2)cc1 (configuration not stated)
0.5	5	103	6	15	-3	-21	-6	2	-10	-17	COc1ccc(COC(=O)C2CCN(S(=O)(=O)c3ccc(F)cc3)CC2)cc1
1.7	0	106	-56	6	-2	-7	56	13	-3	5	COc1ccc(NC(=O)c2cc(-c3cc(C)c(C)cc3O)n[nH]2)c(OC)c1
1.5	3	100	4	1	-1	-4	-4	2	-9	4	CN(Cc1ccc(OC(F)F)cc1)C(=O)c1ccc2c(=O)n3c(nc2c1)CCC3

The list goes on:
CDK5 p35 inh	PKA-R2B act	DSG3 Ab inh	SR-BI uptake up	Arr AP2 block	NSD2 HMT inh	Mot1-301 SUMO	SR-BI HDL uptake	MITF act	dFosB act	PKA-R1A act	SMILES
-0.2	4	101	-60	-1	-3	1	60	-11	-3	12	Cc1cccc(NC(=O)CN2C(=O)N/C(=C/c3cc(C)n(-c4cccnc4)c3C)C2=O)c1
-0.5	-7	100	4	2	1	0	-4	12	1	-6	Cc1cc2c(s1)CCCCC(=O)N2
-0.9	-16	100	7	1	/	11	-7	5	47*	6	NC(=O)CC(NC(=O)Cc1cccc2ccccc12)c1ccc(NCc2ccccc2)c([N+](=O)[O-])c1 (configuration not stated)
-1.8	-11	111	-9	-7	5	-8	9	/	-4	-5	CCN1CCN(C(=O)c2ccc3c(=O)n(C4CCCC4)c(=S)[nH]c3c2)CC1
5.1	-10	97	11	1	0	11	-11	2	-1	-2	Cn1c(=O)c2c(nc(CN3CCc4ccccc4C3)n2Cc2ccc(Cl)cc2)n(C)c1=O
-0.2	1	94	-46	5	1	92	46	-25	3	-1	COc1ccc(OC)c(C2C=C(c3ccc(C)c(C)c3)Nc3nnnn32)c1 (configuration not stated)
-0.8	-12	99	-29	28	-1	62	29	-27	-11	-4	O=C(NCc1cccs1)C1CCN(c2ccc(S(=O)(=O)N3CCOCC3)cc2Cl)CC1
-2.1	0	98	-6	9	41	1	6	5	-8	-5	CN(c1ccccc1)S(=O)(=O)c1ccc(Cl)c(C(=O)NC2=NCCS2)c1
1.4	4	104	14	-6	6	/	-14	1	-6	6	Cc1ccc(S(=O)(=O)N2CCOCC2)cc1NC(=O)COC(=O)CCC(=O)c1ccc(F)cc1
1.5	-5	98	/	-1	-4	/	/	-10	-7	-8	Cc1ccccc1NC(=O)CSc1nc2ccccc2c(=O)n1CC1CCCO1 (configuration not stated)
0.5	2	113	27	22	-1	-1	-27	-11	0	-2	O=C(NC1(C(F)(F)F)NC(=O)N(Cc2cccnc2)C1=O)c1ccccc1Cl (configuration not stated)
6.3	-11	95	-5	-4	-2	-20	4	-2	-3	1	COc1ccc(N(CC(=O)N2CCCC2)S(=O)(=O)c2ccc(NC(C)=O)cc2)cc1

Further structures follow.
CDK5 p35 inh	PKA-R2B act	DSG3 Ab inh	SR-BI uptake up	Arr AP2 block	NSD2 HMT inh	Mot1-301 SUMO	SR-BI HDL uptake	MITF act	dFosB act	PKA-R1A act	SMILES
-0.5	-18	96	1	1	28	/	-1	-8	-5	6	CC(C)(CNC(=O)C1CCN(S(=O)(=O)c2cc([N+](=O)[O-])ccc2Cl)CC1)N1CCOCC1
0.5	-3	82	-22	17	1	/	22	22	-6	-12	CN(C)c1ccc(C=NNc2nc3c([nH]2)c(=O)n(C)c(=O)n3C)cc1
-2.1	7	99	13	23	0	335	-13	-4	3	-9	COc1ccc(-c2nnnn2-c2ccccc2OC)cc1
1.5	-2	105	-13	8	-2	13	13	0	1	-2	O=C(COc1ccc(-c2nnco2)cc1)NC1CCS(=O)(=O)C1 (configuration not stated)
0.2	0	82	-22	-1	-1	-12	22	21	4	-14	CCc1ccc(NC(=O)c2ccc(Cn3cc([N+](=O)[O-])cn3)cc2)cc1
/	-7	94	8	-11	-2	-10	-8	-2	-2	7	CCN1CCN(C(=O)CCc2nnc3ccc(N4CCC5(CC4)OCCO5)nn23)CC1
-1.4	-4	97	2	7	-5	9	-2	10	1	-13	Cc1ccc(N=Cc2c(O)n(-c3nccs3)c(=O)c3ccccc23)cc1
-0.6	0	102	18	10	20	-2	-18	-1	-13	-3	O=C(O)c1cccc(NC(=O)c2cccc(S(=O)(=O)N3CCc4ccccc43)c2)c1
-0.3	5	/	/	9	-7	-11	/	/	-2	-9	Cc1cccc2cc(C#N)c(NCCNS(=O)(=O)c3ccc4c(c3)OCCO4)nc12
0.4	0	99	27	6	1	3	-27	2	-11	-4	CCCCNC(=O)Nc1cnn(CC)c1C(N)=O
-0.5	-6	120	-40	5	26	-11	40	-27	-1	4	C/C(=N\NC(=O)c1nnn(-c2nonc2N)c1CN1CCc2ccccc21)c1ccccc1O
0.9	0	110	-29	6	-6	5	29	-11	-4	2	O=c1oc2ccccc2c(NCCc2ccccc2)c1[N+](=O)[O-]

10 entries from above, set out differently.
Values run as follows: CDK5 p35 inh | PKA-R2B act | DSG3 Ab inh | SR-BI uptake up | Arr AP2 block | NSD2 HMT inh | Mot1-301 SUMO | SR-BI HDL uptake | MITF act | dFosB act | PKA-R1A act
COc1ccc(N(CC(=O)N2CCCC2)S(=O)(=O)c2ccc(NC(C)=O)cc2)cc1
    6.3 | -11 | 95 | -5 | -4 | -2 | -20 | 4 | -2 | -3 | 1
CC(C)(CNC(=O)C1CCN(S(=O)(=O)c2cc([N+](=O)[O-])ccc2Cl)CC1)N1CCOCC1
    -0.5 | -18 | 96 | 1 | 1 | 28 | / | -1 | -8 | -5 | 6
CN(C)c1ccc(C=NNc2nc3c([nH]2)c(=O)n(C)c(=O)n3C)cc1
    0.5 | -3 | 82 | -22 | 17 | 1 | / | 22 | 22 | -6 | -12
COc1ccc(-c2nnnn2-c2ccccc2OC)cc1
    -2.1 | 7 | 99 | 13 | 23 | 0 | 335 | -13 | -4 | 3 | -9
O=C(COc1ccc(-c2nnco2)cc1)NC1CCS(=O)(=O)C1 (configuration not stated)
    1.5 | -2 | 105 | -13 | 8 | -2 | 13 | 13 | 0 | 1 | -2
CCc1ccc(NC(=O)c2ccc(Cn3cc([N+](=O)[O-])cn3)cc2)cc1
    0.2 | 0 | 82 | -22 | -1 | -1 | -12 | 22 | 21 | 4 | -14
CCN1CCN(C(=O)CCc2nnc3ccc(N4CCC5(CC4)OCCO5)nn23)CC1
    / | -7 | 94 | 8 | -11 | -2 | -10 | -8 | -2 | -2 | 7
Cc1ccc(N=Cc2c(O)n(-c3nccs3)c(=O)c3ccccc23)cc1
    -1.4 | -4 | 97 | 2 | 7 | -5 | 9 | -2 | 10 | 1 | -13
O=C(O)c1cccc(NC(=O)c2cccc(S(=O)(=O)N3CCc4ccccc43)c2)c1
    -0.6 | 0 | 102 | 18 | 10 | 20 | -2 | -18 | -1 | -13 | -3
Cc1cccc2cc(C#N)c(NCCNS(=O)(=O)c3ccc4c(c3)OCCO4)nc12
    -0.3 | 5 | / | / | 9 | -7 | -11 | / | / | -2 | -9

Additional results.
CDK5 p35 inh	PKA-R2B act	DSG3 Ab inh	SR-BI uptake up	Arr AP2 block	NSD2 HMT inh	Mot1-301 SUMO	SR-BI HDL uptake	MITF act	dFosB act	PKA-R1A act	SMILES
-0.7	-6	108	3	10	-4	53	-3	10	31*	-3	c1cc2ccc3ccc(CN4CCOCC4)c4ccc(c1)c2c34
-0.3	10	125	22	-10	0	1	-22	-1	-1	-2	Cc1cnc(C(=O)OCC(=O)Nc2ccc(Cl)cc2)cn1
-0.5	8	99	0	-16	0	-8	0	/	-6	-8	O=S(=O)(c1ccccc1)N1CCCC1c1cccs1 (configuration not stated)
-0.8	5	103	11	-7	-2	5	-11	-3	-4	-8	O=C(COc1coc(CN2CCN(c3ccccc3F)CC2)cc1=O)NCC1CCCO1 (configuration not stated)

Bioassay records (PubChem BioAssay)
